HP1b chromo inh = HTS for Inhibitors of HP1-beta Chromodomain Interactions with Methylated Histone Tails; Chromobox protein homolog 1 (Homo sapiens), P83916; AlphaScreen HP1-beta / biotin-H3K9me3 peptide binding; Potency, µM (titrated, usually from 114 µM), for the others: at the top dose activity change, negative = inhibition, most hits filed as inhibitors; actives 0.56% (n = 390,000); AID 540317, 2011; note: potency is the fitted concentration of half-maximal effect; nearly all actives have a fitted effect of over 70% in size; inactives centre near 23
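HP1-beta protein (50 nM final) preincubated 30 min at room temperature with biotinylated H3(1-18)K9me3 peptide (50 nM) in PBS pH 7.4, 0.01% Tween-20, then compound added for 30 min. AlphaScreen streptavidin donor/nickel chelate acceptor beads (10 ug/mL final), 30 min dark, luminescence read.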
Tb PGK inh = qHTS Assay to Find Inhibitors of Phosphoglycerate Kinase; AID 602233, 2012; PGK/GAPDH coupled, Kinase-Glo luminescence, 60 min; Phosphoglycerate kinase, glycosomal (Trypanosoma brucei brucei), P07378; Potency, µM (series often up to 57.5 µM), without a hit: at the highest dose activity change, negative = inhibition, hits mostly inhibitors; actives 0.043% (n = 380,000); note: potency is the fitted concentration of half-maximal effect; % is set by controls: 0 for no effect and ±100 for the full control effect; nearly all actives have a fitted effect of over 60% in size
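Recombinant glycosomal PGK reaction used 1,3-bisphosphoglycerate generated in-well by GAPDH (100nM final) in 100mM TEA pH 7.6, 5mM MgCl2, 0.01% Tween-20. After 60 minutes at room temperature, ATP was read by Kinase-Glo Plus luminescence end-point.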
GLS inhibitor = qHTS for Inhibitors of Glutaminase (GLS). actives 0.21% (n = 410,000). Potency, µM (series often up to 45.5 µM), for inactives: top-dose activity change, negative = inhibition, actives largely listed as inhibitors. GLS enzymatic activity, qHTS titration. Glutaminase kidney isoform, mitochondrial (Homo sapiens), O94925; note: potency is the fitted concentration of half-maximal effect; % is set by controls: 0 for no effect and ±100 for the full control effect
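Two-point fluorescence kinetic (t0, 30 min RT) for hKGA; glutamate detected via glutamate oxidase–HRP–Amplex Red. Substrate: 1 mM L-glutamine solution; buffer 45 mM KH2PO4, pH 8.2.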
PI4K2A inh = qHTS for small molecular inhibitors of PI4K2A; Phosphatidylinositol 4-kinase type 2-alpha (Homo sapiens), Q9BTU6; purified PI4K2A, ADP-Glo luminescence, 1 h; stronger effect = lower value; activity change, negative = inhibition, % at 76.9 µM; actives 0.13% (n = 420,000); AID 1346378, 2018; in the data active = activity change below about -50%; inconclusive = mostly about -30% to -49%;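 note: -100% = wells without enzyme as full effect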
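PI4K2A activity was measured by ADP-Glo luminescence: enzyme (4 ug/mL stock) and phosphatidylinositol (1.2 mM stock) in Tris pH 7.5/MgCl2/EGTA/Triton X-100 buffer were reacted with ATP (300 microM stock) for one hour at ambient temperature.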
G9a block = qHTS Assay for Inhibitors of Histone Lysine Methyltransferase G9a | Histone-lysine N-methyltransferase EHMT2 (Homo sapiens), Q96KQ7 | G9a H3K9 monomethylation, AlphaScreen, 2 h | Potency, µM (titrated, usually from 102 µM), for the others: at the highest dose activity, negative = inhibition, hits mostly inhibitors | actives 8.8% (n = 350,000); note: potency is the fitted concentration of half-maximal effect; % is set by controls: 0 for no effect and ±100 for the full control effect; nearly all actives have a fitted effect of over 75% in size
Target sequence (Q96KQ7 913-1193 limits assumed): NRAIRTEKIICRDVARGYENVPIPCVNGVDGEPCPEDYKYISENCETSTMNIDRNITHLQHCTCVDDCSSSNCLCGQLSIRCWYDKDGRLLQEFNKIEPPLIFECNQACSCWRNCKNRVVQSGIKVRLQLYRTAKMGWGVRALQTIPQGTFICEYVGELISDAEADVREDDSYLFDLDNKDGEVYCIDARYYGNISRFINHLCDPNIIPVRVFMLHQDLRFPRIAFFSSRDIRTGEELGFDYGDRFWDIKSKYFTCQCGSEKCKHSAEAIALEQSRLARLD
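Compounds were preincubated with 20 nM G9a for 15 min, after which biotinylated H3K9 peptide (500 nM) and SAM (20 uM) started a 2 h room-temperature reaction. Monomethylated product was quantified by antibody-based AlphaScreen chemiluminescence.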
ERG Ets-DNA blk = qHTS for Small Molecule Inhibitors of the ERG Ets/DNA interaction | actives 0.028% (n = 370,000) | Transcriptional regulator ERG (Homo sapiens), P11308 | Potency, µM (titrated, usually from 76.9 µM), for inactives: at the highest dose FP activity, negative = inhibition, most hits filed as inhibitors | fluorescence polarization, His-ERG Ets domain / labelled DNA; active = well fitted inhibition curve with a large enough effect in the polarisation, with a control signal flat; inconclusive = small, poorly fitted or top-dose-only effect, or effect the other way, or a change in a side signal; inactive = no such curve, though single readings can be large or run the other way; the % refers to the polarisation;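 note: polarization taken with two DNA probes labelled with fluorescein and Texas red; potency is the fitted concentration of half-maximal effect; % of control where 0% means no effect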
Target sequence (P11308 whole entry, looked up, the tested form may be a part): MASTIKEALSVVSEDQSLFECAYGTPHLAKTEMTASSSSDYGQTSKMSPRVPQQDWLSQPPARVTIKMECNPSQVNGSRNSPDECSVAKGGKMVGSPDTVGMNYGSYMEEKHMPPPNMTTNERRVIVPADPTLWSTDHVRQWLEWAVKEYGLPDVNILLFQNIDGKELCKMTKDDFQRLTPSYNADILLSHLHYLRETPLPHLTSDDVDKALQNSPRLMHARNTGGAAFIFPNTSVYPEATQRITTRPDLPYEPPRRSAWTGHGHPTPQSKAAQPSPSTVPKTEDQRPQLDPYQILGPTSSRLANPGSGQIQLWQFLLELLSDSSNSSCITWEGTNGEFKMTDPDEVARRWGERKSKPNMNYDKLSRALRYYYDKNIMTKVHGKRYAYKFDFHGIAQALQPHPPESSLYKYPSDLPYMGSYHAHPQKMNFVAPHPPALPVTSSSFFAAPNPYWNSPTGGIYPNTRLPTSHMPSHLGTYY
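His-tagged ERG Ets domain (1 uM in the protein solution; 300mM KCl, 50mM Tris-HCl, 1mM EDTA, 1mM DTT, pH 7.5) received compound, then a probe mix of 5 nM fluorescein-DNA and 100nM Texas-615-DNA. Fluorescence polarization was read for both dyes.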
BAZ2B inh = qHTS Assay for Inhibitors of BAZ2B; AlphaScreen BAZ2B-H3K14Ac peptide displacement; Potency, µM (titrated, usually from 114 µM), without a hit: at the highest dose activity change, negative = inhibition, hits mostly inhibitors; actives 4.4% (n = 360,000); AID 504333, 2011; note: potency is the fitted concentration of half-maximal effect; % is set by controls: 0 for no effect and ±100 for the full control effect; nearly all actives have a fitted effect of over 60% in size
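Inhibition is scored as reduced AlphaScreen emission. The BAZ2B/b-H3(5-23)K14Ac complex (50 nM each) in PBS pH 7.4, 0.01% Tween-20 meets compound (up to 110 uM) for 30 min at RT before bead addition.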
Pin1 inh = qHTS Assay to Find Inhibitors of Pin1; Potency, µM (doses to about 115 µM), without a hit: at the top dose activity, negative = inhibition, usual class: inhibitors; Peptidyl-prolyl cis-trans isomerase NIMA-interacting 1 (Homo sapiens), Q13526; actives 0.009% (n = 390,000); Pin1 FP peptide displacement, HiFluor488, 10 min; active = well fitted inhibition curve with a large enough effect in the polarisation, with a control signal flat, not every such curve was filed as active; inconclusive = small, poorly fitted or top-dose-only effect, or effect the other way, or a change in a side signal; inactive = no such curve, though single readings can be large or run the other way; the % refers to the polarisation; note: potency is the fitted concentration of half-maximal effect; % is set by controls: 0 for no effect and ±100 for the full control effect
Target sequence (Q13526 whole entry, looked up): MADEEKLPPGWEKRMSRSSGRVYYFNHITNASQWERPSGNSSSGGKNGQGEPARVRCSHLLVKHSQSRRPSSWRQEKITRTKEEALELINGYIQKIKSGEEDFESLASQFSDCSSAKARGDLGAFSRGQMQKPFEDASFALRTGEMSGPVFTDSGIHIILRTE
JMJD2A Tudor = qHTS Assay for Inhibitors of JMJD2A-Tudor Domain; AlphaScreen JMJD2A-Tudor / H3K4me3 peptide binding; Lysine-specific demethylase 4A (Homo sapiens), O75164; Potency, µM (doses to about 114 µM), for the others: at the top dose activity change, negative = inhibition, actives largely listed as inhibitors; actives 4.4% (n = 390,000); note: potency is the fitted concentration of half-maximal effect; % is set by controls: 0 for no effect and ±100 for the full control effect; nearly all actives have a fitted effect of over 50% in size
The depositor's hits bear a star; i = inactive; ? = inconclusive; · = not tested or not shown; & = joins results of further samples; [ ] = dose if it differs, or a comment. Unless noted, calls come from the whole dose curve; as a rule, active = well fitted curve in the direction sought with a large enough effect; inconclusive = small, poorly fitted or top-dose-only effect, or another doubt; inactive = no such curve, though single readings can be large; an effect the other way counts as inactive or inconclusive.

SMILES | HP1b chromo inh | Tb PGK inh | GLS inhibitor | PI4K2A inh | G9a block | ERG Ets-DNA blk | BAZ2B inh | Pin1 inh | JMJD2A Tudor
COc1ccc(S(=O)(=O)N2CCCCCC2)cc1C(=O)OCC(=O)NCC(C)C | 53% | i | -6% | 3 | -17%[59 µM] | 4% | 8% | 0% | -3%
Cc1nn(C)c(N)c1-c1ccccc1 | 23% | i | -7% | 1 | ? | 5% | 1% | -1% | -12%
O=C(NC1CC(=O)N(c2ccc(F)cc2)C1)c1ccc(S(=O)(=O)N2CCCCC2)cc1 (stereo unspecified) | 6% | i | -4% | -1 | -4%[59 µM] | -1% | -15% | -7% | ?
CCC(Sc1nc2c(cnn2-c2ccc(Cl)cc2)c(=O)[nH]1)C(=O)OC (stereo unspecified) | 34% | 0% | -2% | -1 | -28% | -2% | 9% | 3% | 1%
COc1cc(/C=C(\C#N)C(=O)c2c(C)[nH]c3ccccc23)cc(OC)c1OC | ? | -10% | 13% | -1 | 45µM* | 16% | -13% | -1% | 28µM*
COc1ccc(-c2nc(C#N)c(NCc3ccc(C)cc3)o2)cc1OC | 27% | 0% | 4% | -1 | -25%[59 µM] | 12% | -7% | ? | -8%
Cc1cc(C)cc(NC(=O)CCn2c(=S)[nH]c3ccccc3c2=O)c1 | 29% | 2% | -2% | 1 | 64%[activator] | 2% | -3% | 3% | -11%
COc1ccc(-c2coc3cc(O)ccc3c2=O)cc1 | 36% | i | ? | -6 | · | 7% | · | 0% | -6%
O=S(=O)(c1ccc(Cl)c(C(F)(F)F)c1)N1CCN(c2ccccn2)CC1 | 66%[activator] | -3% | 0% | 0 | 17% | 8% | · | 0% | -17%[11.4 µM]
COC(=O)c1cc2nc(-c3ccccc3)cc(C(F)(F)F)n2n1 | 27% | 8% | 0% | -1 | 8%[59 µM] | · | 5% | 4% | -15%
c1cnc(NC2CCCCCC2)nc1 | 41%[activator] | -1%[11.5 µM] | 0% | 0 | -39%[59 µM] | · | 1% | -10% | -1%
Cc1nc2ccccc2cc1C(=O)N(C)Cc1ccccc1 | 23% | i | 12% | 1 | 2% | 11% | 9% | 1% | 9%
C=CCc1cccc2cc(C(=O)N3CCN(c4ccccn4)CC3)c(=O)oc12 | -16% | 4% | 6% | 2 | ? | 9% | -20% | -19% | -25%
CCS(=O)(=O)Nc1ccc(C2=NN(S(=O)(=O)c3ccc(F)cc3)C(c3ccco3)C2)cc1 (stereo unspecified) | 5% | -4% | 2% | -7 | 79µM* | 5% | -36% | ? | ?
CC1=Nc2ccccc2N=C(NC(=O)/C=C/C(=O)O)C1c1ccccc1 (stereo unspecified) | 44%[activator] | 5% | 5% | -4 | 11µM* | 9% | -27% | -6% | -16%
O=C(CS(=O)(=O)c1ccc(Cl)cc1)NCCS(=O)(=O)c1ccc(Cl)cc1 | 14% | 9% | -1% | -2 | 0% | -7% | -1% | -4% | ?
O=C(COC(=O)CCCN1C(=O)c2cccc3cccc(c23)C1=O)Nc1cccc(Br)c1 | 24% | -10% | -2% | -1 | -9%[59 µM] | · | -6% | 6% | -11%
O=C(Nc1cc(Cl)cc(Cl)c1)C1CCCC1 | 70%[activator] | i | -12% | -5 | 9% | 9% | 10% | -7% | -2%
CC(=O)c1c(C)[nH]c(C(=O)Nc2ccccc2Cl)c1C | 32% | -3% | 1% | -1 | -1% | 12% | -22% | -2% | -16%
CN1c2ccccc2-c2nc3ccccc3n2C1c1ccco1 (stereo unspecified) | 92%[activator] | -4% | 3% | -9 | 4%[2.33 µM] | -12% | 6% | 0% | 24%

Next section; the last 4 above are carried over.
SMILES | HP1b chromo inh | Tb PGK inh | GLS inhibitor | PI4K2A inh | G9a block | ERG Ets-DNA blk | BAZ2B inh | Pin1 inh | JMJD2A Tudor
O=C(COC(=O)CCCN1C(=O)c2cccc3cccc(c23)C1=O)Nc1cccc(Br)c1 | 24% | -10% | -2% | -1 | -9%[59 µM] | · | -6% | 6% | -11%
O=C(Nc1cc(Cl)cc(Cl)c1)C1CCCC1 | 70%[activator] | i | -12% | -5 | 9% | 9% | 10% | -7% | -2%
CC(=O)c1c(C)[nH]c(C(=O)Nc2ccccc2Cl)c1C | 32% | -3% | 1% | -1 | -1% | 12% | -22% | -2% | -16%
CN1c2ccccc2-c2nc3ccccc3n2C1c1ccco1 (stereo unspecified) | 92%[activator] | -4% | 3% | -9 | 4%[2.33 µM] | -12% | 6% | 0% | 24%
CC(=O)CCS(=O)(=O)c1ccc(Oc2ccc(S(=O)(=O)CCC(C)=O)cc2)cc1 | 37% | -6% | 6% | -17 | 15%[59 µM] | 5% | 9% | 1% | 1%
Cc1nnc(SCc2ccon2)n1-c1ccccc1 | 25% | · | -2% | 0 | 5%[59 µM] | -10% | 11% | -8% | -10%
COc1cc(OC)cc(C(=O)NNC(=O)C(=O)Nc2cc(OC)c(Cl)cc2OC)c1 | 67%[activator] | -1% | 3% | -10 | -1% | -12% | 2% | 3% | -11%
O=C1CN(C(=O)COC(=O)CCC(=O)c2ccc(F)cc2)c2ccccc2N1 | 45%[activator] | -2% | 2% | 1 | · | 6% | · | -3% | 6%
Cc1ccc(/C=C2\SC(=S)N(CCCC(=O)Nc3ccccc3C(=O)O)C2=O)cc1 | ? | -8% | 22% | -1 | 94%[activator] | 24% | -33% | -27% | ?
CCCN(C(=O)c1cc2c(s1)-c1c(C)cccc1OC2)c1ccc(OCC)cc1 | 48% | 3% | -1% | -7 | 25%[59 µM] | -4% | 6% | 1% | 8%
NNC(=O)CNS(=O)(=O)c1ccc([N+](=O)[O-])cc1 | 19% | -4% | 1% | 0 | ? | 5% | ? | -1% | -8%
CC(CCc1ccccc1)NC(=O)c1ccc2nc(N3CCOCC3)sc2c1 (stereo unspecified) | 50%[activator] | 3% | -7% | -3 | 9% | -4% | 5% | 13% | -12%[57.1 µM]
Cc1ccc(-n2nc3c(=O)n(CCCC(=O)NCc4ccccc4C)nc(C)c3c2C)cc1 | 67%&67%[activator] | 0% | 2%&0% | -1&0 | 8%[59 µM] | 0%&-3% | ? | 55%&-10%[activator] | -19%&5%
CC(=O)Nc1cc(ON=C(C)C)cc([N+](=O)[O-])c1 | 24% | 2% | 8% | 4 | -1% | 4% | -10% | -3% | -6%
O=C1C(c2ccc(F)cc2)N(Cc2ccccc2Cl)C(=O)CN1C1CCCCC1 (stereo unspecified) | -4% | i | -7% | 4 | 5%[59 µM] | -1% | 5% | -2% | -18%
COc1ccc(CCN2C(=O)C3C(C2=O)C2C=CC3C23CC3)cc1OC (stereo unspecified) | -11% | -1% | 3% | 0 | 11% | -7% | · | 7% | ?
CCOC(=O)c1sc(NC(=O)/C=C/c2cnn(C)c2C)c(C(=O)OC(C)C)c1C | 16% | 6% | 12% | -3 | 6%[59 µM] | 2% | 0% | -4% | 10%
S=c1nc2ccccc2c2nc(-c3ccccc3Cl)[nH]n12 | 23% | 1% | 1% | 2 | -46%[2.33 µM] | -1% | 17% | 2% | -20%
COc1ccc(CCNCC(O)Cn2ccc3ccccc32)cc1OC (stereo unspecified) | 18% | -1% | -6% | -1 | -6% | -9% | -21% | 1% | -18%
O=C(OCC(=O)N1CCc2ccccc21)c1n[nH]c(=O)c2ccccc12 | 32% | i | -3% | -2 | 18%[12.7 µM] | 17% | -1% | -4% | -2%
Cc1c(O)ccc2c(CN3CCN(Cc4ccccc4)CC3)cc(=O)oc12 | 25% | -3% | 24% | -1 | -13% | 7% | 2% | 0% | -22%
CCN(c1ccccc1)S(=O)(=O)c1cccc(C(=O)NCc2ccccc2CN2CCOCC2)c1 | 21% | i | -8% | 1 | ? | · | -7% | 8% | -17%
Cc1ccc(S(=O)(=O)Nc2cccc3c2CCCC3)cc1 | 19% | 0% | 3% | 3 | 41%[59 µM] | -5% | 13% | 0% | -13%
COc1cc(OC)cc(-c2c(C#Cc3ccsc3)c3cc(-c4ccc5cc[nH]c5c4)ccc3n2C)c1 | 58%[activator] | -9% | -9% | 5 | -6%[0.501 µM] | 4% | ? | 33%[activator] | 1%
CCOc1ccccc1N(CC(=O)NC1CCCCC1)C(=O)CNC(=O)c1ccco1 | 36% | -3% | -3% | 2 | 4%[59 µM] | 1% | 7% | 0% | 7%
Oc1ccc(Nc2nc(-c3ccc(Cl)cc3)nc3ccccc23)cc1 | 9% | · | 17% | 1 | -5%[59 µM] | ? | -25% | -2% | -33%

No enrichment for hits (roughly 11% active in at least one column).
